Screening results (PubChem BioAssay)
mABHD4 FP = inhibits mouse alpha/beta hydrolase domain 4; Q8VD66; purified mABHD4, FP-Rh probe fluorescence polarization; inhibition, % at 8.92 µM; hit rate 0.54% among 370,000; AID 720543;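 active = inhibition exceeding the mean over every tested compound plus 3 SD, cut at about 30% in these data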;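 note: 0% = plate median of compound wells and 100% = S159A mutant with DMSO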
Target sequence (Q8VD66 whole entry, looked up, the tested form may be a part): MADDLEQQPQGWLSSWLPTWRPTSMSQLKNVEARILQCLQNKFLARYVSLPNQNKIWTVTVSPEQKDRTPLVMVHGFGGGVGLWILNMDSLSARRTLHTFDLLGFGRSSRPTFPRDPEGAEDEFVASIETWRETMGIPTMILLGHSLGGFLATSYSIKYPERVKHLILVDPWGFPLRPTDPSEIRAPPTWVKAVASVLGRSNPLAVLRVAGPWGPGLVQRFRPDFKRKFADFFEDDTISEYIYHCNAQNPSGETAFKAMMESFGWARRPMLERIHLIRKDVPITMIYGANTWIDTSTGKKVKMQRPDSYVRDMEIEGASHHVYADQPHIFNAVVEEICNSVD
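assay system = mABHD4 protein | compound dosing = single nominal dose of 8.92 µM, 0.89% DMSO final | read-out basis = percent inhibition of probe binding, normalized to plate controls | schedule = Enzyme–compound pre-incubation 45 min, then probe 60 min, both 25 °C | detection = fluorescence polarization, excitation 525 nm, emission 598 nm, BODIPY TMR filters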
rCAG binder = binds r(CAG) RNA repeats | r(CAG) RNA repeat, TO-PRO-1 dye displacement fluorescence | inhibition, % at 3 µM | hit rate 1.3% among 370,000 | AID 651821;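 active = inhibition above the plate cutoff, the mean of all test compounds on that plate plus 3 SD, cut at about 35% in these data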;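 note: 0% = DMSO alone and 100% = 100 µM mitoxantrone as full dye displacement; higher means more dye released from RNA so lower well fluorescence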
PG9 Ab binder = small molecules binding HIV-1 gp120 antibody PG9; TR-FRET gp120-PG9 antibody binding; inhibition, % at 6.7 µM; hit rate 0.43% among 360,000; in the data active = inhibition above about 8.5%
LEDGF integ inh = blocks HIV-1 LEDGF/p75-dependent DNA integration; TR-FRET IN-LEDGF/p75 DNA integration, Eu/Cy5; inhibition, % at 3.7 µM; hit rate 0.64% among 370,000; AID 743269;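 active = inhibition above the screen-wide mean plus 3 SD, cut at about 13% in these data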;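 note: signal is the Cy5 over europium emission ratio at 671 and 618 nm; 0% = plate median of compound wells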
HTRA1 inhibitor = blocks human HTRA1 serine peptidase. Q92743. recombinant HTRA1, FP-rhodamine activity-based probe, fluorescence polarization. inhibition, % at 5.96 µM. hit rate 0.5% among 340,000; in the data active = inhibition above about 36%;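 note: 0% = enzyme with DMSO and 100% = wells lacking enzyme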
TCR CD3 inh = inhibitors of human TCR-CD3 interaction; TAMRA-labeled TCR probe fluorescence, biochemical; inhibition, % at 9.4 µM; hit rate 0.37% among 360,000; AID 651800; in the data active = inhibition above about 19%;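 note: recombinant mutant TCR 2C K166C tagged with TAMRA read by polarization; 0% = receptor in buffer alone and 100% = receptor with positive control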
MBD2 inh = MBD2-methylated oligo binding inhibition; inhibition, % at 4.4 µM; TR-FRET, MBD2 binding to methylated oligonucleotide; hit rate 0.31% among 370,000; AID 686964; in the data active = inhibition above about 13%
PRMT1 FP inh = PRMT1 (human) inhibition, primary screen; Q99873; recombinant PRMT1, activity-based probe fluorescence polarization; inhibition, % at 2.79 µM; hit rate 1.3% among 370,000; AID 652257;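 active = inhibition above about 21% made by adding two undisclosed values, limit read from the data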
Rev-erbA mod = Rev-erb alpha (human) modulation | P20393 | Rev-erbα–FITC-DNA binding, fluorescence polarization, 90 min | activity, % at 10 µM | hit rate 0.79% among 370,000 | AID 1259318;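 active = activity above about 14%, limit read from the data; passing the limit was not always enough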;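 note: 0% = DMSO wells with 35 nM protein and 100% = DMSO wells with 750 nM protein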
UHRF1 binding = UHRF1 methyl-DNA binding inhibition. UHRF1 binding to methylated oligo, TR-FRET. inhibition, % at 4.4 µM. hit rate 0.75% among 370,000. Q96T88. AID 687016; in the data active = inhibition above about 21%;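 note: UHRF1 SRA domain binding a hemimethylated CpG hairpin DNA probe; 0% = median of test compound wells and 100% = reference inhibitor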
Target sequence (Q96T88 whole entry, looked up, the tested form may be a part): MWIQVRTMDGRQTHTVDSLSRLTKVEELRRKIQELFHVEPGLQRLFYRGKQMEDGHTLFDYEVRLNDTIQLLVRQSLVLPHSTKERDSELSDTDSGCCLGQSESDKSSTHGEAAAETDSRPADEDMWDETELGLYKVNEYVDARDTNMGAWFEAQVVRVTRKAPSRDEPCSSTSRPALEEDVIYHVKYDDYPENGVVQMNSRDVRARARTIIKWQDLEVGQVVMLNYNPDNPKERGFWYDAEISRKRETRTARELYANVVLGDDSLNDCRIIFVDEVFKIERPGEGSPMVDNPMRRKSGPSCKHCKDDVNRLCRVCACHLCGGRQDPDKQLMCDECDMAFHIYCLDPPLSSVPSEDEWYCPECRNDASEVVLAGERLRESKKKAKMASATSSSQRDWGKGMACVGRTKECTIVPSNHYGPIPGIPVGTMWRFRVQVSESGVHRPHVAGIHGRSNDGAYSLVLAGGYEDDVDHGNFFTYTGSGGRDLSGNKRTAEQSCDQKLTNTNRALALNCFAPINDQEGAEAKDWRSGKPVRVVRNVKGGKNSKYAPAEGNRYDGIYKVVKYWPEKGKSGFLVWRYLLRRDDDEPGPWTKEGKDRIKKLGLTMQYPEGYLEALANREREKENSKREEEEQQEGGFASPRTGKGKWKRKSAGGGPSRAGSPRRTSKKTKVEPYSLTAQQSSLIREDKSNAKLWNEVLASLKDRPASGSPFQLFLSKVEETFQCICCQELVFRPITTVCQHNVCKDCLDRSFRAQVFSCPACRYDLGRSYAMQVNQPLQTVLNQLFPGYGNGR
* = called active by the depositor; . = not tested or not shown. A portion of the library; the hit share may differ from the screen's.

SMILES	mABHD4 FP	rCAG binder	PG9 Ab binder	LEDGF integ inh	HTRA1 inhibitor	TCR CD3 inh	MBD2 inh	PRMT1 FP inh	Rev-erbA mod	UHRF1 binding
O=C(CSc1nnc(-c2ccccc2)c(-c2ccccc2)n1)N1CCc2ccccc21	3	8	1.4	1	-1	-8	-5	-1	-4	-1
CCOC(=O)CSc1nnc(NC(=O)CN2CCN(C=O)CC2)s1	7	-1	-1.5	-3	3	2	4	1	-1	4
CC(C)(C)NC(=O)C(c1ccnc2ccccc12)n1c(=O)c(-c2cc3ccccc3[nH]2)nc2ccccc21 (stereo unspecified)	-30	16	3.0	-1	.	-3	-1	-2	5	1
Cc1cccc(OCC(=O)Nc2c3c(nn2C(C)(C)C)CS(=O)(=O)C3)c1	-7	-4	-1.0	3	-5	4	5	6	1	1
COc1cccc2c(=O)c(SC(F)(F)C(F)C(F)(F)F)c(C)[nH]c12 (stereo unspecified)	-4	-2	0.8	-4	-7	2	1	0	5	2
CCN(C(=O)C12CC3CC(CC(C3)C1)C2)C1CCS(=O)(=O)C1 (stereo unspecified)	7	-6	0.4	-1	0	-3	0	0	-2	-1
O=C(C1CCN(c2ncnc3c2nc2n3CCCCC2)CC1)N1CCN(c2ccccc2F)CC1	3	-6	0.9	1	0	2	-4	3	1	-1
CS(=O)(=O)c1ccc2nc(NC(=O)Oc3ccccc3)sc2c1	-6	6	2.0	3	2	-6	5	2	-3	3
Cc1ccc(OCCNC(=O)C2CCCCC2)cc1	0	-5	-0.7	-1	-4	4	0	1	-9	-1
COC(=O)CSc1nccc(C)n1	0	3	-2.6	5	2	-8	4	-4	-7	5
CC(/C=N/NC(=O)Cn1cnc2c1c(=O)n(C)c(=O)n2C)=C\c1ccco1	1	1	-4.7	-1	2	10	-5	1	-1	-3
O=C(NC(=O)N1CCSCC1)c1c(Cl)cccc1Cl	8	0	-1.6	-2	5	4	-2	0	-2	0
Cc1ccccc1CC(=O)NC1CCCCCC1	3	-3	0.0	-2	3	6	-4	-1	-2	-1
O=C(N/N=C\c1cn[nH]c1-c1ccccc1)c1ccc([N+](=O)[O-])cc1	6	1	-2.2	1	2	0	5	-2	-2	-4
CCOC(=O)CON1C(=O)C(=O)N(OCC(=O)OCC)[C@H]2CCCC[C@H]21	0	-2	-2.6	4	4	5	-1	-5	-4	0
O=C(N/N=C/c1ccccc1F)C(=O)N1CCCCCC1	3	3	-1.7	3	5	5	0	-2	6	0
CC(=O)N1c2ccc([N+](=O)[O-])cc2NC(=O)CC1C (stereo unspecified)	-2	0	0.5	0	1	1	3	-3	1	-4
Oc1ccc(C2N=C(c3ccccc3)NC(c3ccccc3)=N2)cc1	2	8	0.1	-2	-42	1	0	2	-2	-3
O=C(NCCc1ccccc1)C(c1cccs1)N(C(=O)c1csnn1)C1CC1 (stereo unspecified)	0	-4	-0.5	0	-5	6	-3	-2	1	-3
CN(c1cccc(NC(=O)c2ccc(Cl)c(S(=O)(=O)Nc3ccccc3)c2)c1)S(C)(=O)=O	1	7	-1.5	2	-13	8	-1	0	-6	1
O=C(CSc1nnc(-c2ccco2)o1)N1CCCCC1	-16	3	-3.1	0	-9	0	-2	-5	3	1
Cc1ccc(CNC(=O)c2ccc3c(=O)n(CCCN4CCCC4=O)c(=S)[nH]c3c2)cc1	-8	2	-0.2	3	-6	-4	6	2	6	3
CS(=O)(=O)N1N=C(c2ccco2)CC1c1ccc(Cl)cc1Cl (stereo unspecified)	-4	-2	-0.9	3	-11	-6	1	-1	-1	4
COC(=O)C1=C(C)N(CC(C)C)C(=S)NC1c1ccc(Cl)cc1 (stereo unspecified)	-15	0	-0.4	1	.	-8	10	7	3	3
COc1ccccc1NC(=O)N1CCCC1C(=O)Nc1nnc(C(C)C)s1 (stereo unspecified)	0	-3	-0.7	1	7	9	-2	0	4	0
COc1cccc(C(=O)NNC(=O)c2ccc3ccccc3c2)c1	-12	0	-1.5	6	-2	1	-5	-1	7	4
Cc1ccc(NC(=O)CNCc2ccccc2)cc1Br	10	-1	0.8	1	-11	-3	0	4	-3	2
CCCCCC(=O)NNC(=S)NC(=O)c1cccc([N+](=O)[O-])c1	4	6	0.5	2	-1	2	1	11	-1	-1
COCCN(CC(=O)NCc1ccc(F)cc1)C(=O)CCC(=O)Nc1ccccn1	-8	-8	-2.3	1	3	-3	1	-1	2	1
COc1ccc(C(=O)Nc2cccc(S(C)(=O)=O)c2)cc1OC	0	-3	0.0	-2	3	-1	-2	-5	0	1
NC(N)=N/N=C/c1ccc(OCc2ccc(Cl)cc2)cc1	21	26	-1.7	4	-1	-5	-1	-3	6	0
C/C(CC(=O)NC12CC3CC(CC(C3)C1)C2)=N\NC(=O)Cc1cccs1	3	-3	1.7	0	3	5	0	-1	1	1
NNC(=O)c1nnn(-c2nonc2N)c1-c1cccs1	-14	7	-1.9	0	-6	1	-7	-6	8	2
CCN1CCN(C(=O)c2ccc(Cl)c(S(=O)(=O)N(C)c3ccccc3)c2)CC1	2	-2	-1.5	1	1	-4	-2	-1	2	0
Cc1ccccc1NS(=O)(=O)c1cc(S(C)(=O)=O)ccc1C	-2	1	-1.3	1	-1	11	1	1	1	3
COc1ccc(C(=O)N/N=C/c2ccccc2OC(=O)c2ccccc2)cc1	-57	0	-1.7	5	17	2	1	-2	6	-2
O=C(CN1C(=O)NC(CCc2ccccc2)C1=O)Nc1ccccc1C(F)(F)F (stereo unspecified)	-12	2	3.1	4	-8	-8	0	4	-6	7
O=c1cc(N2CCCCC2)c(-c2ccccc2)nn1Cc1c(Cl)cccc1Cl	-7	-3	0.9	-2	-91	2	4	-4	7	-2
Cc1cccc(S(=O)(=O)NC(=O)C2(C)CCN2C(=O)c2c(C)noc2C)c1 (stereo unspecified)	2	1	1.2	-5	.	-8	5	4	-4	3
CC(C)C[C@@H]1COc2cc(Br)ccc2S(=O)(=O)N1Cc1cn(Cc2ccc(Br)cc2)nn1	2	1	.	5	.	.	-4	-1	3	2

Compound profiles (already shown).
Profile of NC(N)=N/N=C/c1ccc(OCc2ccc(Cl)cc2)cc1 : mABHD4 FP: 21; rCAG binder: 26; PG9 Ab binder: -1.7; LEDGF integ inh: 4; HTRA1 inhibitor: -1; TCR CD3 inh: -5; MBD2 inh: -1; PRMT1 FP inh: -3; Rev-erbA mod: 6; UHRF1 binding: 0
Profile of O=c1cc(N2CCCCC2)c(-c2ccccc2)nn1Cc1c(Cl)cccc1Cl : mABHD4 FP: -7; rCAG binder: -3; PG9 Ab binder: 0.9; LEDGF integ inh: -2; HTRA1 inhibitor: -91; TCR CD3 inh: 2; MBD2 inh: 4; PRMT1 FP inh: -4; Rev-erbA mod: 7; UHRF1 binding: -2
Profile of Cc1cccc(S(=O)(=O)NC(=O)C2(C)CCN2C(=O)c2c(C)noc2C)c1 (stereo unspecified) : mABHD4 FP: 2; rCAG binder: 1; PG9 Ab binder: 1.2; LEDGF integ inh: -5; HTRA1 inhibitor: .; TCR CD3 inh: -8; MBD2 inh: 5; PRMT1 FP inh: 4; Rev-erbA mod: -4; UHRF1 binding: 3

Going on with the list.
SMILES	mABHD4 FP	rCAG binder	PG9 Ab binder	LEDGF integ inh	HTRA1 inhibitor	TCR CD3 inh	MBD2 inh	PRMT1 FP inh	Rev-erbA mod	UHRF1 binding
CNC(=S)/N=C/NOCc1c(Cl)cccc1Cl	1	-3	-0.9	0	1	3	6	-2	2	8
COC(=S)Nc1cccc(C(F)(F)F)c1	-1	6	-2.1	-3	.	8	0	-3	6	2
C[C@H](NS(=O)(=O)c1ccccc1)C(=O)OCC(=O)NC(=O)Nc1ccc2c(c1)OCCO2	1	0	-2.9	2	-2	8	1	0	5	-2
COc1ccc(-c2nnn(CC(=O)N(CCCN3CCOCC3)C(C(=O)NC3CCCC3)c3ccc(C)o3)n2)cc1 (stereo unspecified)	1	-3	0.2	-4	-2	2	4	2	-2	-1
O=C(NC1CCCCN(Cc2cccc(F)c2)C1=O)c1ccc2ccccc2c1 (stereo unspecified)	-5	3	.	-1	.	.	-2	-2	4	-1
Cc1ccc(S(=O)(=O)CCSc2nc(C)cc(C)c2C#N)cc1	5	-5	-0.8	-7	4	-2	1	0	1	1
CC(/C=C/c1ccccc1F)=N\NC(=O)c1ccc(Cl)cc1	1	-2	0.6	3	-10	2	-5	-3	2	-1
Cc1cc(SCC(=O)c2ccccc2)nc(=O)[nH]1	-10	10	-0.5	-1	2	5	2	25*	-2	-1
CCOC(=O)c1cc2c(C)nn(-c3ccccc3)c2s1	5	-3	0.8	2	0	2	0	1	4	2
Cc1cc([N+](=O)[O-])ccc1NC(=O)COc1nsnc1N1CCOCC1	4	2	-1.0	-1	0	-3	2	7	2	-2
CNC(=O)c1c(NC(=O)c2cccc(N3C(=O)CCC3=O)c2)sc2c1CCCC2	4	10	1.1	-4	3	-7	-3	6	0	5
CCN(CC)C(=O)c1[nH]cnc1C(=O)Nc1cccc(Cl)c1	-1	3	0.9	0	-4	0	-2	2	-4	3
COc1cc(F)ccc1S(=O)(=O)N1CCN(Cc2ccccc2)CC1	-6	3	-0.4	0	2	6	5	3	7	18
Cc1c(NC(=O)C(C)Sc2nnc(-c3ccccc3)o2)c(=O)n(-c2ccccc2)n1C (stereo unspecified)	9	-5	0.3	-3	0	-3	4	2	1	0
COc1ccc(/C=N/n2cnnc2)cc1Br	-5	-2	-0.1	4	.	-2	9	10	4	5
COc1cc(-c2cnc3c(NC=O)cc(-c4cccnc4)cn23)cc(OC)c1OC	4	8	0.7	2	.	1	-9	1	12	-2
Cc1cnc(C(=O)Nc2ccccc2-c2nnn(CC(=O)NC3CCCC3)n2)cn1	9	1	-2.0	1	-1	1	-2	-1	-13	3
Cc1ccc(N(Cc2ccccc2)C(=O)c2cc(S(=O)(=O)N3CCOCC3)ccc2N2CCCC2)cc1	2	2	-2.5	1	2	4	-5	2	2	1
CN(C)S(=O)(=O)c1cccc(COC(=O)CNC(=O)c2ccc(Br)o2)c1	-2	0	-0.9	-2	-5	3	-2	-4	-2	-2
O=C(NC1CCCCCC1)c1cccs1	0	-2	1.9	-1	4	-6	4	-1	5	-1
Cc1ccc(C(=O)NNC(=O)c2ccc(NC(=O)C(C)(C)C)cc2)cc1	-7	2	-0.2	5	-7	-1	4	-1	-6	-2
Cn1nc(OC(=O)Nc2ccc(F)cc2)cc1C(F)(F)F	2	-2	2.3	-1	1	-1	4	0	3	1
COc1ccc(N2CCN(C(=O)CCSCc3ccccc3F)CC2)cc1	5	-9	0.6	-11	-2	5	-5	1	-7	-3
O=C(CN1C(=O)CCSc2ccccc21)Nc1ccc(Cl)c(Cl)c1	-10	6	.	-3	.	.	1	1	-1	1
Cc1cccc(C(O)c2cnc(C)n2Cc2ccccc2)c1 (stereo unspecified)	-7	-2	-1.1	3	-4	-8	9	-2	0	2
Cc1ccc(OC(C)C(=O)Nc2ccc(S(=O)(=O)Nc3cc(C)on3)cc2)cc1 (stereo unspecified)	-4	13	-0.5	-1	4	-4	8	3	2	14
CCOC(=O)C1=C(O)C(=O)N(Cc2cccnc2)C1c1ccc(C)cc1 (stereo unspecified)	-5	-1	-0.3	3	0	10	-3	-3	3	0
CCOC(=O)C(NC(C)=O)C(=O)O (stereo unspecified)	5	2	-1.1	1	-8	-5	2	0	0	2
C/C(=N\NC(=O)c1nc(C)cc(C)n1)c1ccccc1	7	-5	1.3	1	-5	-3	3	-1	-3	-1
COCCCn1cc(C(=O)c2cc(Br)ccc2O)cc(C#N)c1=O	7	6	-0.4	2	-5	4	-2	0	0	1
COc1ccccc1Cn1c(=S)[nH]c2cc(C(=O)N3CCC(C(N)=O)CC3)ccc2c1=O	-6	5	-1.0	1	-6	7	1	0	-6	1
